# Assay outcomes as filed in PubChem.
# MPTP inh = permeability transition pore inhibition. isolated mouse mitochondria, Ca2+ swelling absorbance, 30 min. inhibition, % at 10 µM. 360,000 compounds, 1.4% hits. AID 602449;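 active = inhibition of 50% or more, scaled per plate between neutral and stimulator controls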;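 also: 0% = DMSO wells given calcium and 100% = 1 mM EGTA wells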
# An asterisk follows results filed as active. The list is partial; rates above refer to the full screens.
mol	MPTP inh
CC(C)NC(=O)C1(C)CCN1C(=O)C1(c2ccccc2)CCCC1 (stereo unspecified)	-2.7
CC(O)(c1cccnc1)c1nc(-c2cc(F)cc(F)c2)cs1 (stereo unspecified)	0.9
COc1cccc(N2CCN(C(=O)c3ccc(OC)c(S(=O)(=O)NC4CC4)c3)CC2)c1	-0.3
O=C1C=C(c2ccccc2Oc2ccccc2)C[C@@H](c2ccc(F)cc2)C1	1.1
CC(C)C[C@H]1CNC(=S)N1C[C@H]1CCCN1C[C@H](Cc1ccc(O)cc1)N1C[C@H](Cc2ccc(O)cc2)N(CC2CCCCC2)C1=S	1.8
COc1cc2oc(=O)cc(CN3CCN(c4ccccc4F)CC3)c2cc1Cl	-1.1
O=C(COC(=O)Cc1ccc(Cl)cc1)NCc1ccc(Cl)cc1	0.0
Nc1[nH]c(C(=O)c2ccccc2)c(-c2cccnc2)c1C(=O)NCCc1ccc(Cl)cc1Cl	-1.1
CCCS(=O)(=O)NC(=O)C1(C)CCCN(C(=O)c2ccc(F)c(Cl)c2)C1 (stereo unspecified)	0.3
O=C(Nc1ccc2c(c1)OCCO2)c1ccccc1Cl	0.1
O=C(COC(=O)c1cccc(S(=O)(=O)N2CCOCC2)c1)NC1CCCCC1	-0.3
CCCCNC(=O)C1(C)CCC(=O)N1c1cc(C(C)(C)C)nn1C (stereo unspecified)	-2.2
COc1ccc(Cc2nc3ccc(C(=O)NC4CCOC4)cc3o2)cc1OC (stereo unspecified)	0.9
CC(C)C[C@@H]1COc2cc(N3CCC[C@H]3CO)ccc2S(=O)(=O)N1	-0.4
CN(Cc1ccccc1)C(=O)[C@@H]1CCCN1C(=O)[C@@H]1CCCN1C(=O)c1c(F)cccc1F	0.0
CC(=O)C1=CCC(c2ccccc2Cl)N(S(=O)(=O)c2ccc(C)cc2)C1 (stereo unspecified)	-0.2
COc1cccc(-c2cnc3c(NC(C)=O)cc(-c4cccc(NS(C)(=O)=O)c4)cn23)c1	0.9
C[C@@H]1CN([C@@H](C)CO)C(=O)c2cc(NC(=O)c3ccccc3)ccc2O[C@@H](C)CCCCO[C@@H]1CN(C)Cc1ccc(C(F)(F)F)cc1	-0.6
CC(C)CN(C(=O)COC(=O)C12CC3CC(CC(O)(C3)C1)C2)c1c(N)n(Cc2ccccc2)c(=O)[nH]c1=O	-1.5
CCOC1=C2[C@@H](CN(S(=O)(=O)c3ccc(C)cc3)[C@H]2c2ccc(CC)cc2)[C@H]2C(=O)N(c3ccccc3)C(=O)[C@H]2C1	-0.1
OC(c1ccc(F)c(F)c1)c1ncc(-c2ccc(Cl)cc2)[nH]1 (stereo unspecified)	5.3
Cc1ccc(Cc2c(-c3ccccc3)nc3cc(C)c(Br)c(C)n23)cc1	2.5
CC(=O)N1Cc2cc(C(=O)NCC(F)(F)F)nc(-c3cccc(-c4cc5ccccc5o4)c3)c2[C@H]1CCO	-2.6
COc1cc(C(=O)c2cc3c(cc2C)OCO3)cc(OC)c1OC	0.3
COc1cc(CNC(=O)Nc2nc(C(N)CCc3ccccc3)cs2)cc(OC)c1OC (stereo unspecified)	3.5
COC(=O)[C@@]1(Cc2ccc(F)cc2)[C@H]2c3cc(C(=O)N(C)C)n(Cc4ccsc4Br)c3C[C@H]2CN1C(=O)c1ccccc1	-3.0
Nc1nc2cc(Cl)ccc2n1N	-0.7
C[C@H]1CN([C@@H](C)CO)C(=O)CCCn2nncc2CO[C@@H]1CN(C)Cc1ccc(C(F)(F)F)cc1	0.6
O=C(C[C@@H]1CC[C@H](NC(=O)Nc2ccc(F)cc2)[C@@H](CO)O1)NCc1cccc(F)c1	2.5
Cc1ccc(OC2CCN(C(=O)[C@H]3O[C@@H](n4ccc(N)nc4=O)[C@H](O)[C@@H]3O)CC2)cc1	1.2
CCCCCCn1c(=O)n2n(c1=O)C[C@]1(OC(=O)NCc3ccc(OC)c(OC)c3)CN(S(=O)(=O)c3ccc(C)cc3)C[C@]1(O)C2	-0.3
OCCNc1ncnc2c1nnn2Cc1ccccc1Cl	0.3
CCN(CC)c1ncnc2c1ncn2[C@H]1CN(Cc2ccc(OC)cc2)C[C@@H](CO)O1	-0.6
CC(O)(c1cccc(F)c1)c1nc(-c2cccc3cccnc23)cs1 (stereo unspecified)	0.7
CCOC(=O)C1(C)CCCCCN1C(=O)c1ccccc1F (stereo unspecified)	1.0
CCCS(=O)(=O)NC(=O)C1(C)CCN(C(=O)c2ccc(C(F)(F)F)nc2C)C1 (stereo unspecified)	-1.4
c1ccc2c(-c3ccc4nncn4c3)cncc2c1	-1.9
CN(CCN1CCOCC1)C(=O)C1CCC(=O)N(Cc2ccc(Cl)cc2)C1 (stereo unspecified)	-1.3
CC1(C(=O)NS(=O)(=O)c2ccccc2)CCN1C(=O)C1(c2ccccc2)CCCC1 (stereo unspecified)	0.9
COc1ccccc1CNc1nc(Oc2cccc(F)c2)c2sccc2n1	0.0
CC1(C(=O)Nc2ccccc2F)CCN1C(=O)Cc1cc(F)ccc1F (stereo unspecified)	0.5
Cc1ccc(Cn2c(C)c(C(=O)NCc3cccs3)sc2=O)cc1	0.2
CC(O)(c1cccc(F)c1)c1nc(-c2cccc(C#N)c2)cs1 (stereo unspecified)	2.0
COC(=O)C[C@@H]1CC[C@H](NC(=O)c2cnccn2)[C@@H](CO)O1	-0.3
COc1ccc(C(NC(=O)C2CCN(Cc3cc(OC)cc(OC)c3)CC2)c2ccccn2)cc1 (stereo unspecified)	-0.8
CCCCN1CC(N2CCN(Cc3ccccc3)CC2)CS1(=O)=O (stereo unspecified)	-0.3
COc1ccc(S(=O)(=O)N(C)C[C@@H]2OCc3cnnn3CCCC(=O)N([C@H](C)CO)C[C@@H]2C)cc1	-0.2
C/C(NCCc1ccccc1)=C1/CCOC1=O	1.0
CC1(C(=O)NS(=O)(=O)c2ccc(Cl)cc2)CCN1C(=O)C1(c2ccc(Cl)cc2)CC1 (stereo unspecified)	0.5
CN1CCN(C(=O)C[C@H]2C[C@H]3c4cc(NC(=O)NC5CCCCC5)ccc4O[C@H]3[C@@H](CO)O2)CC1	-1.5
CC(C)C(=O)N1CCCC1(C)C(=O)NCc1ccc(Cl)cc1 (stereo unspecified)	-0.5
CC(=O)Nc1cccc(-c2ccnc3c2CC(C)(C(=O)NCc2ccc(F)c(F)c2)O3)c1 (stereo unspecified)	1.5
Cc1cc(C)cc(CC(=O)N2CCC2(C)C(=O)NS(=O)(=O)c2cc(C)ccc2F)c1 (stereo unspecified)	0.3
CCOC(=O)C1(C)CCCN1C(=O)c1ccc(C(F)(F)F)nc1C (stereo unspecified)	0.3
NC(=S)NN=Cc1ccc(OC(=O)COc2cc(Cl)c(Cl)cc2Cl)cn1	-1.5
COC(=O)C1=CN(c2cccc(OCc3ccccc3)c2)C(N)=C(C#N)C1c1ccccc1 (stereo unspecified)	-0.4
CC1(C(=O)NS(=O)(=O)C2CC2)CCCN(C(=O)Cc2ccc3ccccc3c2)C1 (stereo unspecified)	1.4
Cc1cc(C)cc(CC(=O)N2CCC2(C)C(=O)NS(=O)(=O)Cc2ccccc2)c1 (stereo unspecified)	1.3
CCOc1ccc(-n2c(C)c3c(C)nnc(C)c3c2C)cc1	0.1
COc1ncnc2c1ncn2CCCN1CCN(Cc2ccc(C)cc2)CC1	-0.4

# Six entries already listed, ordered by count of non-hydrogen atoms, smallest number first:
mol	MPTP inh
OC(c1ccc(F)c(F)c1)c1ncc(-c2ccc(Cl)cc2)[nH]1 (stereo unspecified)	5.3
CCCCNC(=O)C1(C)CCC(=O)N1c1cc(C(C)(C)C)nn1C (stereo unspecified)	-2.2
Nc1[nH]c(C(=O)c2ccccc2)c(-c2cccnc2)c1C(=O)NCCc1ccc(Cl)cc1Cl	-1.1
CCCCCCn1c(=O)n2n(c1=O)C[C@]1(OC(=O)NCc3ccc(OC)c(OC)c3)CN(S(=O)(=O)c3ccc(C)cc3)C[C@]1(O)C2	-0.3
CC(C)C[C@H]1CNC(=S)N1C[C@H]1CCCN1C[C@H](Cc1ccc(O)cc1)N1C[C@H](Cc2ccc(O)cc2)N(CC2CCCCC2)C1=S	1.8
C[C@@H]1CN([C@@H](C)CO)C(=O)c2cc(NC(=O)c3ccccc3)ccc2O[C@@H](C)CCCCO[C@@H]1CN(C)Cc1ccc(C(F)(F)F)cc1	-0.6

# Later entries
mol	MPTP inh
COc1ncc(-c2ccc(N3C(c4ccc([N+](=O)[O-])cc4)=Cc4ccccc4C3CC(C)=O)cc2)cn1 (stereo unspecified)	0.5
COc1cc(CNC(=O)c2cc(-c3cc(F)ccc3OC(C)C)n[nH]2)cc(OC)c1	-0.4
O=C(O)c1ccc([N+](=O)[O-])nc1	-0.9
CCOC1=C2CN(S(=O)(=O)c3ccc(C)cc3)[C@H](c3ccccc3)C[C@@H]2N(S(=O)(=O)c2ccccc2C)[C@H](c2ccccc2)C1	1.5
CC(C)C[C@@H](COCc1ccc([N+](=O)[O-])cc1)N1CCN(C(=O)c2ccc(C(F)(F)F)cc2)CCC1=O	-0.9
Cc1cc(C)cc(Cn2c3ccc(NC(=O)NCc4ccccc4)cc3c(=O)n2C)c1	0.0
Cc1cc2nc(C3CCCCC3)c(CC(C)(C)C)n2c(C)c1Br	2.9
COc1cccc(OC)c1C(=O)OCC(=O)NCC1CCCCC1	-0.5
CC1=C(C(=O)N(C(C)C)C(C)C)CC(CC(=O)NC2CC2)C(=O)N1Cc1ccccc1 (stereo unspecified)	-0.9
CC1(C(=O)NS(=O)(=O)C2CC2)CCCN(C(=O)/C=C/c2ccccc2)C1 (stereo unspecified)	-1.1
CCOC(=O)C1=CCN(S(=O)(=O)c2ccc(C)cc2)C1c1cccs1 (stereo unspecified)	-0.6
CN1CCCC(C)(C(=O)Nc2cccc(Oc3ccccc3)c2)C1 (stereo unspecified)	1.2
COc1cc2c(cc1CNC[C@H]1O[C@@H](n3cc(C)c(=O)[nH]c3=O)C[C@@H]1O)OCO2	3.1
O=S1(=O)CC(N2CCN(Cc3ccccc3F)CC2)CN1Cc1cn(Cc2ccc(F)cc2)nn1 (stereo unspecified)	0.2
Cc1ccc(Cc2c(-c3ccc(F)cc3)nc3ccc(Br)cn23)cc1	1.6
Cc1ccc(F)c(S(=O)(=O)NC(=O)C2(C)CCN2C(=O)Cc2cccs2)c1 (stereo unspecified)	-1.3
CC(=O)Nc1ccc(-c2cc(C(=O)O)c3cc4ccccc4cc3n2)cc1	-0.1
COCC1CCN(C(=O)c2ccc3oc(CCc4ccccc4)nc3c2)C1 (stereo unspecified)	0.6
COc1ccc(N2CCN(c3cc(C(=O)NC4CCCCC4)ncn3)CC2)cc1OC	0.4
O=C(O)c1ccc(CN2C[C@@H](CO)O[C@@H](n3cnc4c(NCc5ccco5)ncnc43)C2)cc1	0.5
C[C@@H]1CN([C@H](C)CO)S(=O)(=O)c2ccc(C3=CCCCC3)cc2O[C@H]1CN(C)C(=O)Cc1cccnc1	-3.2
O=C(CN1CCCc2ccccc21)Nc1cccc(S(=O)(=O)N2CCCC2)c1	-0.7
Fc1cc(Cl)cc2ccc(-c3ccccc3)nc12	2.0
O=C(COc1ccc(Cl)cc1Cl)NCCN1CCCC1	-0.9
O=C(c1c(F)cccc1Cl)N(Cc1ccco1)C1CCS(=O)(=O)C1 (stereo unspecified)	-0.6
CC1(C(=O)NS(=O)(=O)C2CC2)CCCN(C(=O)Cc2ccc(F)cc2)C1 (stereo unspecified)	-0.5
CC1COCC(C)N1C(=O)c1cccnc1 (stereo unspecified)	-2.7
C=CCNc1nc2cc(-c3ccc(C(=O)N4CCOCC4)cc3)sc2c(=O)n1C	-1.4
O=C(c1cccc(Cl)c1)N1CCC(=O)N([C@H](COCc2cccc(Cl)c2)Cc2ccccc2)CC1	-2.0
CCCn1c(SC(C)C(=O)NC2CCCC(C)C2C)n[nH]c1=O (stereo unspecified)	-0.3
COc1ccc(-c2ccc(C(=O)Nc3cccc(N(C)C)c3)c3occc23)c(C)c1	0.7
COC(=O)[C@]12CCCCC=C1N(Cc1ccc3c(c1)OCO3)C(=O)[C@H](CC(=O)N1CCSCC1)C2	0.6
O=C(NCc1ccccc1)c1cc(C2CCCCN2C(=O)CCc2ccccc2)on1 (stereo unspecified)	0.8
Cn1cc(-c2csc(C(C)(O)c3cccnc3)n2)cn1 (stereo unspecified)	-0.3
COCCN1C(=O)CCC1(C)C(=O)Nc1c(C)cccc1C (stereo unspecified)	-0.1
COc1ccc(Cl)cc1-c1cc(C(=O)Nc2ccc(C)c(NS(C)(=O)=O)c2)[nH]n1	0.8
Cc1nn(C2CCS(=O)(=O)C2)c(C)c1CN(C)C(=O)c1ccc(F)cc1 (stereo unspecified)	0.1
O=C(N/C(=C/c1cccc(Br)c1)C(=O)N1CCCCC1)c1ccco1	1.5
CC(C)NC(=O)C1(C)CCN1C(=O)c1cccc(F)c1 (stereo unspecified)	-1.2
CC1(c2nc3ccccc3[nH]2)c2ccccc2C(=O)N1Cc1ccccc1 (stereo unspecified)	-0.1

# An excerpt of these results, as labelled records:
Molecule: Cc1nn(C2CCS(=O)(=O)C2)c(C)c1CN(C)C(=O)c1ccc(F)cc1 (stereo unspecified)
- MPTP inh = 0.1
Molecule: COc1ccc(Cl)cc1-c1cc(C(=O)Nc2ccc(C)c(NS(C)(=O)=O)c2)[nH]n1
- MPTP inh = 0.8
Molecule: O=C(COc1ccc(Cl)cc1Cl)NCCN1CCCC1
- MPTP inh = -0.9

# New compounds follow:
mol	MPTP inh
O=C(NCC1CC1)C1Cc2c(-c3ccc4c(c3)OCO4)ccnc2O1 (stereo unspecified)	0.2
CC(=O)c1cccc(-c2ccnc3c2CC(C(=O)NC(C)C)O3)c1 (stereo unspecified)	-0.4
O=C(O)c1cccc(-c2csc(C(O)c3ccccc3)n2)c1 (stereo unspecified)	0.7
COC(=O)[C@@]1(C(C)C)N=C(c2cc(OC)c(OC)c(OC)c2)[C@]2(O1)C(=O)N(C)c1ccc(Cl)cc12	0.6
Cc1ccccc1S(=O)(=O)NC(=O)C1(C)CCN1C(=O)C1(c2ccccc2)CCCC1 (stereo unspecified)	0.2
NC(=O)CCC(C(=O)O)N1C(=O)C2C3CCC(C3)C2C1=O (stereo unspecified)	-0.6
CCc1cnc(Nc2nc(C(N)Cc3ccc(F)cc3)cs2)nc1 (stereo unspecified)	3.0
